# Compound activity: PubChem BioAssay, several laboratories
# TCR-CD3 inh: blocks the human TCR-CD3 interaction. TAMRA-labeled TCR probe fluorescence, biochemical. inhibition, % at 9.4 µM. 360,000 tested, 0.37% active; in the data active means inhibition above about 19%;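 further: recombinant mutant TCR 2C K166C tagged with TAMRA read by polarization; 0% = receptor in buffer alone and 100% = receptor with positive control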
# PRMT1 inh: blocks human protein arginine methyltransferase 1; Q99873; recombinant PRMT1, activity-based probe fluorescence polarization; inhibition, % at 2.79 µM; 370,000 tested, 1.3% active; AID 652257;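 active means inhibition above about 21% made by adding two undisclosed values, limit read from the data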
# rCAG binder: binds r(CAG) RNA repeats; r(CAG) RNA repeat, TO-PRO-1 dye displacement fluorescence; inhibition, % at 3 µM; 370,000 tested, 1.3% active; AID 651821;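 active means inhibition above the plate cutoff, the mean of all test compounds on that plate plus 3 SD, cut at about 35% in these data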;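 further: 0% = DMSO alone and 100% = 100 µM mitoxantrone as full dye displacement; higher means more dye released from RNA so lower well fluorescence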
# MBD2 DNA inh: inhibitors of human MBD2 binding to methylated oligonucleotide; Q9UBB5; TR-FRET; inhibition, % at 4.4 µM; 370,000 tested, 0.31% active; AID 686964; in the data active means inhibition above about 13%
# Target sequence (Q9UBB5 whole entry, looked up): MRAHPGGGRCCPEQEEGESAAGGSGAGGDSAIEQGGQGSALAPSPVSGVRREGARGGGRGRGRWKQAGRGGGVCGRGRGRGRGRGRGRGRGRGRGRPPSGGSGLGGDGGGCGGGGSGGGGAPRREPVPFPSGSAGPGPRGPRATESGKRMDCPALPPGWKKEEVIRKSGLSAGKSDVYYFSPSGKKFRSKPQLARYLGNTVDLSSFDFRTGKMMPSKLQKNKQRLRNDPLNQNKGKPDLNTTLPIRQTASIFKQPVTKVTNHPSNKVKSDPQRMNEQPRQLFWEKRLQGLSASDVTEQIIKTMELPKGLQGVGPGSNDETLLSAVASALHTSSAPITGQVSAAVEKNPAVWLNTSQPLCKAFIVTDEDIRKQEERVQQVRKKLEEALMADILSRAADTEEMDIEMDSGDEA
# GC-A act: GC-A (human) enzyme activation. P16066. HEK293 GC-A cells, cGMP TR-FRET, EC30 ANP; 0% at EC30 ANP, 100% saturating ANP. activation, % at 10 µM. 370,000 tested, 0.14% active. AID 1671463; in the data active means activation above about 40%
# UHRF1 binding: UHRF1 methyl-DNA binding inhibition. UHRF1 binding to methylated oligo, TR-FRET. inhibition, % at 4.4 µM. 370,000 tested, 0.75% active. AID 687016; in the data active means inhibition above about 21%;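 further: UHRF1 SRA domain binding a hemimethylated CpG hairpin DNA probe; 0% = median of test compound wells and 100% = reference inhibitor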
# ABHD4 inh: inhibits mouse alpha/beta hydrolase domain 4; purified mABHD4, FP-Rh probe fluorescence polarization; inhibition, % at 8.92 µM; 370,000 tested, 0.54% active; AID 720543;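 active means inhibition exceeding the mean over every tested compound plus 3 SD, cut at about 30% in these data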;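 further: 0% = plate median of compound wells and 100% = S159A mutant with DMSO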
# Target sequence (Q8VD66 whole entry, looked up, the tested form may be a part): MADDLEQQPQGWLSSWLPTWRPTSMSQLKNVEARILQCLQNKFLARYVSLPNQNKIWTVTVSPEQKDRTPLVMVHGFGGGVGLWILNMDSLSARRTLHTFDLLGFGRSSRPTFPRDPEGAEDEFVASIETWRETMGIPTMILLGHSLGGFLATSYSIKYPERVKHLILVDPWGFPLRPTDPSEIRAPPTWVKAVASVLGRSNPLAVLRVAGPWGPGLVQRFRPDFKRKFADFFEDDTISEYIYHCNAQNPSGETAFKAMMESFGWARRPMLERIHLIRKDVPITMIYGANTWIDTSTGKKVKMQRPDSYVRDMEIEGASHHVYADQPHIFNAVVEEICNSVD
#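 Material: mouse ABHD4 enzyme, wild type; Benchmarks: S159A mutant high control, sample median low control; Buffer or medium: HEPES pH 7.0, NaCl, Pluronic buffer; Signal: fluorescence polarization; Read-out: percent inhibition of probe binding, normalized to plate controls; Timing: pre-incubation 45 min, probe exposure 60 min, at 25 °C; Dosing: 8.92 µM, single dose.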
# HTRA1 inh: inhibitors of human serine peptidase HTRA1 | 340,000 tested, 0.5% active | recombinant HTRA1, FP-rhodamine activity-based probe, fluorescence polarization | Q92743 | AID 504803 | inhibition, % at 5.96 µM; in the data active means inhibition above about 36%;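 further: 0% = enzyme with DMSO and 100% = wells lacking enzyme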
# SIAE inh: inhibitors of human sialic acid acetylesterase SIAE; inhibition, % at 9.66 µM; SIAE FP-Rh probe binding, fluorescence polarization; 370,000 tested, 0.69% active; AID 1053197;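 active means inhibition above a cutoff: mean of compounds within the control limits plus 3 SD of those, cut at about 17% in these data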;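 further: 0% = plate median of compound wells and 100% = probe without SIAE protein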
# GC-B act: GC-B (human) receptor activation; 370,000 tested, 0.11% active; activation, % at 10 µM; P20594; HEK293-GC-B cells, CNP EC30, cGMP TR-FRET; 0% at EC30 CNP, 100% saturating CNP; AID 1920062;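 active means activation at 10 µM reaching about 35% in either raw or pattern-adjusted values, limit read from the data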
# * marks the source's active call; other numbers are inactive results; / = not tested or not shown.
# Preview:
SMILES,TCR-CD3 inh,PRMT1 inh,rCAG binder,MBD2 DNA inh,GC-A act,UHRF1 binding,ABHD4 inh,HTRA1 inh,SIAE inh,GC-B act
COc1ccc(C(CNC(=O)c2ccc(C)o2)N2CCOCC2)cc1 (stereo unspecified),0.8,-1.9,2.0,-1.0,-4.9,3.9,-0.3,5.0,-5.3,-4.7
CCN(Cc1nc2ccccc2c(=O)[nH]1)Cc1cc(=O)oc2cc(C)c(C)cc12,1.8,-1.4,-0.1,-6.7,-0.8,-2.9,-6.1,-3.9,-1.5,-5.1
O=C1C2C(c3ccccc3)C=CC(c3ccccc3)C2C(=O)N1c1ccccn1 (stereo unspecified),4.4,1.3,2.8,0.8,-7.3,-0.4,4.9,-5.7,1.0,2.3

# The list itself (from the top)
SMILES,TCR-CD3 inh,PRMT1 inh,rCAG binder,MBD2 DNA inh,GC-A act,UHRF1 binding,ABHD4 inh,HTRA1 inh,SIAE inh,GC-B act
COc1ccc(C(CNC(=O)c2ccc(C)o2)N2CCOCC2)cc1 (stereo unspecified),0.8,-1.9,2.0,-1.0,-4.9,3.9,-0.3,5.0,-5.3,-4.7
CCN(Cc1nc2ccccc2c(=O)[nH]1)Cc1cc(=O)oc2cc(C)c(C)cc12,1.8,-1.4,-0.1,-6.7,-0.8,-2.9,-6.1,-3.9,-1.5,-5.1
O=C1C2C(c3ccccc3)C=CC(c3ccccc3)C2C(=O)N1c1ccccn1 (stereo unspecified),4.4,1.3,2.8,0.8,-7.3,-0.4,4.9,-5.7,1.0,2.3
Cc1[nH]n(-c2ccccc2)c(=O)c1C=Nc1ccc(S(=O)(=O)N(C)C)cc1,7.7,0.3,5.5,2.1,-3.0,-9.3,0.6,-3.6,-3.2,-4.9
COc1ccc(C)cc1NC(=O)CN(c1ccccc1)S(C)(=O)=O,-0.8,-0.5,-2.2,-0.7,-7.5,1.5,5.5,-3.9,-0.7,3.0
CCOc1ccc2oc(C(=O)OCC(=O)NC3CC3)c(C)c2c1,5.3,0.1,-2.2,-4.4,6.1,-1.7,-6.6,0.4,-1.5,-4.7
CCCN(CCC)CCNS(=O)(=O)c1ccc2c(c1)oc(=O)n2C,10.1,0.9,-2.1,-2.1,5.6,0.8,0.4,3.3,3.1,6.7
CC1(C)CC(=O)c2sc(NC(=O)c3ccco3)nc2C1,-7.1,2.6,-0.1,0.1,1.3,1.0,-1.4,4.7,-0.7,2.4
CCn1c(SCC(=O)N2CCC(C(N)=O)(N3CCCCC3)CC2)nnc1-c1ccccc1,4.8,-4.3,-4.7,-0.2,1.6,0.5,0.8,-2.7,-8.9,2.9
Cc1ccc(C(=O)C(C)Oc2ccc3ccc(=O)oc3c2)cc1 (stereo unspecified),6.0,1.2,-1.8,1.4,-3.5,-3.7,-0.1,-2.5,-2.2,2.9
CCSc1nc2ccccc2n1C(=O)c1ccc(S(=O)(=O)N2CCCCC2)cc1,9.3,-0.8,-1.2,-2.9,0.8,-2.4,1.2,1.2,0.5,2.1
COc1ccc(S(=O)(=O)NCCOc2cccc3cccnc23)cc1OC,-4.0,-3.9,-1.9,-6.8,-1.6,0.3,7.9,-0.5,4.8,2.1
O=C(c1[nH]ncc1-c1ccccc1)C1CO1 (stereo unspecified),4.5,-2.2,2.5,-2.6,3.2,1.8,-1.4,5.2,-4.9,4.6
CC(C)(C)NC(=O)NC(=O)CN1CCCc2ccccc21,7.3,-0.5,-5.8,-4.7,-2.5,-1.4,3.3,5.9,2.2,-0.5
Cc1cc[n+](CC(=O)c2ccccc2)c2ccccc12,-3.5,-3.5,11.1,-3.6,0.3,0.3,1.4,36.0,-0.3,2.4
CCN(CC)C(=O)Cn1cc(C(=O)C(=O)N2CCN(c3ccc(OC)cc3)CC2)c2ccccc21,-4.1,2.4,-0.1,-3.3,-6.7,1.6,5.8,5.0,9.0,-1.2
CN(C)c1nc(-c2ccccn2)nnc1-c1ccccc1,-2.6,-3.6,0.9,-1.8,-0.6,1.0,1.5,51.9*,2.3,3.8
Cc1cccc(C)c1NC(=O)c1c[nH]c2ccccc12,3.1,1.5,0.9,-4.6,3.0,1.9,-2.9,-6.4,-8.6,-0.8
COc1ccccc1NC(=O)C1=C(C)Nc2nc(CCCO)nn2C1c1ccc2c(c1)OCO2 (stereo unspecified),-3.1,0.6,10.5,1.2,2.2,4.1,-9.1,-1.1,-5.0,2.2
CC(=O)c1c(C)[nH]c(C(=O)CSc2nnc(N)s2)c1C,1.6,0.8,1.9,-4.3,-4.9,-2.0,2.3,1.7,3.8,0.9
COc1ccc(S(=O)(=O)N2CCCC2c2cccs2)cc1 (stereo unspecified),5.6,-3.6,-0.7,-3.0,-3.2,-2.5,-6.3,-1.9,10.9,1.1
CC1CCN(c2c([N+](=O)[O-])c(=O)oc3ccccc23)CC1,0.2,1.2,1.1,-2.2,-0.5,3.9,7.7,13.3,-2.5,1.5
CC(CN(C)C)CN1c2ccccc2CCc2ccccc21 (stereo unspecified),-2.5,-2.9,3.2,2.1,-26.7,0.7,11.4,1.7,2.3,-17.2
CCOc1cc(/C=N\NC(=O)c2ccc(NC(=O)C(C)(C)C)cc2)ccc1OC(=O)c1ccc(OC)cc1,-2.4,1.4,-0.6,3.0,1.9,1.4,-3.9,-1.4,-2.1,0.4
C=C(C)Cn1c(N2CCN(c3ccc(OC)cc3)CC2)nc2c1c(=O)n(C)c(=O)n2C,2.9,-0.8,-7.7,4.5,0.9,-0.7,2.8,2.4,8.1,-4.0
Cc1ccc(NC(=O)N[C@@H](CC(C)C)C(=O)O)c(C)c1,0.4,-4.8,1.6,-1.7,2.0,-1.4,4.9,1.4,0.7,-1.8
O=[N+]([O-])c1ccccc1CNCCCCO,3.6,1.1,1.6,5.6,-1.6,-1.9,1.1,-1.5,-4.4,3.3
CCc1ccc(S(=O)(=O)Nc2ccc(C)c(NS(C)(=O)=O)c2)cc1,3.8,-4.1,-2.8,-3.9,-0.9,-1.8,0.2,/,3.4,-2.7
CC(=O)c1cc(-c2ccc(-c3cc(C(=O)O)c4ccccc4n3)cc2)c(=O)n2c1CCC2,/,7.6,19.1,4.2,5.3,1.2,-2.5,/,-2.9,2.4
CCCCCOc1ccc(C(=O)NCCC(=O)NCCCC(=O)OCC)cc1,7.0,-2.4,-9.2,2.9,4.1,-0.9,-4.7,10.5,11.5,-2.5
CC[C@]12c3[nH]c4ccc(Cl)cc4c3CCN1C(=O)[C@@H](CC(=O)NCCN1CCOCC1)C[C@@H]2C(=O)N1CCN(C(=O)c2ccco2)CC1,-0.9,-5.9,1.5,-2.0,0.4,-1.4,-7.2,2.6,-2.2,3.3
CC(=O)Nc1cccc(C(=O)/C=C/c2ccc[nH]2)c1,-8.6,21.6*,16.7,-0.7,-6.5,-1.4,-3.4,4.2,5.7,2.6
O=C(c1cc(-c2ccc3c(c2)OCO3)on1)N1CCOCC1,-0.2,-0.8,-2.2,2.6,0.1,-2.1,6.5,-3.2,13.8,-6.9
CCN(CC(=O)NCc1cccs1)S(=O)(=O)c1ccc(F)cc1,4.6,-2.4,-1.2,2.5,2.4,0.4,-2.8,-3.8,-0.1,0.9
NC(=O)N=Nc1c2[nH]c3ccccc3nc-2c2ccccc12,-3.6,6.1,19.0,5.4,0.2,-15.1,1.9,/,-13.0,1.7
O=C(CN1CCC(NC(=O)c2ccccc2F)CC1)NCc1ccc(F)cc1,-1.0,4.4,0.3,0.7,-2.5,3.7,-5.0,-42.0,1.2,0.1
Cc1ccc(N2CC(C(=O)NC3CC3)CC2=O)cc1 (stereo unspecified),-1.2,1.5,3.9,-6.3,0.8,-1.7,-0.5,-1.8,-2.0,-0.3
CCN(C[C@H]1N[C@@](C)(C(=O)OC)[C@H]2C(=O)N(Cc3ccccc3)C(=O)[C@@H]12)C(=O)COC,-7.7,-1.2,1.3,0.4,3.4,-0.5,10.7,1.2,0.9,-1.8
CN1CC(C(=O)Nc2ccc(F)c(Cl)c2)CC1=O (stereo unspecified),4.5,0.1,-2.0,-0.8,-2.0,-0.1,-4.3,5.6,1.1,0.8
COc1cc(C2C(C#N)=C(N)N(c3cccnc3)C3=C2C(=O)CCC3)ccc1O (stereo unspecified),-1.8,6.9,2.9,7.3,-2.8,0.1,14.9,18.5,3.7,-3.2
Cc1ccc(C(=O)NCc2cccnc2)o1,0.3,1.7,0.2,3.5,0.1,-0.8,3.1,1.3,3.0,-0.5
Cc1cccc(OCCC(=O)Nc2ccc(C)c(S(=O)(=O)N3CCOCC3)c2)c1,6.2,3.3,4.2,2.0,-1.6,3.7,-16.3,-10.4,-7.5,-4.9
COCCNC(=O)c1n[nH]c2ccccc12,3.3,-2.2,-2.5,2.4,-0.6,0.3,-2.1,-1.1,15.0,-2.8
O=C(N/N=C\c1ccc(Br)o1)C1COc2ccccc2O1 (stereo unspecified),-5.3,-1.8,4.8,-2.4,-0.5,-4.3,4.7,7.8,-1.9,-4.4
c1cn(-c2ccc(-c3ccnc4ncnn34)cc2)cn1,2.0,1.1,-1.9,-1.1,2.7,-0.8,-4.6,7.8,-2.4,-3.5
Cc1cc(C)nc(N(C#N)Cc2cccc(Cl)c2)n1,4.9,-1.3,-5.2,-3.7,-0.8,0.1,1.7,-8.7,1.6,0.7
CCC(Oc1ccccc1)C(=O)OCC(=O)Nc1sccc1C(N)=O (stereo unspecified),-1.5,-2.1,5.3,-1.6,-3.8,-0.1,-6.3,0.3,-6.9,0.0
COc1cccc(NC(=O)C2C3C=CC4(O3)C2C(=O)N(C(C)C)C4C(=O)NC2CCCCC2C)c1 (stereo unspecified),3.6,-3.2,-4.6,1.4,2.4,-1.2,4.2,-1.1,-0.5,-1.4
O=C(C1CCCN1S(=O)(=O)c1ccc(F)cc1)N1CCc2ccccc2C1 (stereo unspecified),/,4.7,2.4,2.8,-2.7,4.0,-1.8,/,-1.9,-2.7
Cc1ccc(S(=O)(=O)NC(=O)C2(C)CCN2C(=O)c2c(C)noc2C)cc1 (stereo unspecified),-5.5,4.3,-0.3,4.0,2.7,2.0,2.3,/,-0.6,-0.6
Cc1ccc(OCc2ccc(C(=O)N3CCCC3)o2)c([N+](=O)[O-])c1,-5.6,4.1,-0.8,3.2,-4.7,0.2,2.7,-6.3,-7.1,-0.4
CC(=O)c1ccc(OCC(=O)Nc2nnc(C3CC3)s2)cc1,-2.8,1.5,2.7,-2.3,-1.5,-2.3,2.0,2.3,7.2,-1.9
CC(=O)N1N=C2/C(=C/c3ccccc3)CCCC2C1c1ccccc1 (stereo unspecified),-2.1,-1.8,-4.6,3.2,4.6,0.1,-8.7,-16.4,0.5,0.4
O=C(NNC(=S)Nc1cccc(Cl)c1)c1ccccc1OC(F)F,0.0,2.7,20.1,5.3,1.2,-3.8,15.1,7.4,0.0,-0.1
N#C/C(=C\c1ccc(-c2ccc(C(=O)O)cc2)o1)C(=O)Nc1ccc(F)cc1,-10.7,0.9,18.6,1.9,-2.8,18.2,-10.1,-23.8,-15.8,-0.7
COc1ccccc1OCCCCN1CCCCC1,-2.1,1.6,-0.9,1.2,-2.4,1.3,9.0,2.9,-1.6,-1.3
Cc1ccc(C(=O)NNC(=O)Cc2cccs2)cc1,12.2,1.0,5.0,-1.5,-5.2,6.2,6.8,9.0,-2.7,-3.6

# A portion of the library; the hit share may differ from the screen's.
